Assay outcomes deposited in PubChem by National Center for Advancing Translational Sciences (NCATS).
Integrin act MD: integrin-mediated muscular dystrophy alleviation activation; 350,000 compounds, 0.064% hits; Potency, µM (series often up to 38.3 µM), inactives show at the highest dose activation, usual class: activators; alpha7betagal myoblasts, beta-gal FDG fluorescence, 48 h; AID 624291;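 note: potency is the fitted concentration of half-maximal effect; 100% = response of the positive control SU9516; nearly all actives have a fitted effect of over 60% in size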
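Alpha7betagal+/- myoblasts (passage 13) were plated 16-24 hr, then exposed to compounds (1:260 dilution of DMSO stock) for 48 hours at 37C. After MPER lysis, β-galactosidase reporter activity was read as FDG fluorescence (ex 480/em 540) after 30 minutes.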
FBPA coupling cs: counter-screen for Giardia aldolase inhibitors: coupling enzyme system; 290,000 compounds, 0.67% hits; activity change, negative = inhibition, % at 58.2 µM, hits read low; coupling enzyme system counterscreen, AmpLite Red fluorescence; in the data active = activity change below about -30%; note: % is set by controls: 0 for no effect and ±100 for the full control effect
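Compounds tested against the coupling enzymes alone at 57.5 uM final; readout was AmpLite Red fluorescence (525/598 nm) after 20 min at RT.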
TSG101-PTAP inh: blocks PTAP/TSG101 interaction to inhibit HIV-1 budding; Q99816; Fluorescence polarization, FITC-PTAP peptide / Tsg101 binding; Potency, µM (top dose mostly 115 µM), for inactives: at the highest dose activity change, negative = inhibition, actives largely listed as inhibitors; 340,000 tested, under 10 active; AID 493005; active = well fitted inhibition curve with a large enough effect in the main read-out, with a control signal flat, not every such curve was filed as active; inconclusive = small, poorly fitted or top-dose-only effect, or effect the other way, or a change in a side signal; inactive = no such curve, though single readings can be large or run the other way; note: potency is the fitted concentration of half-maximal effect; % of control where 0% means no effect
Target sequence (Q99816 whole entry, looked up): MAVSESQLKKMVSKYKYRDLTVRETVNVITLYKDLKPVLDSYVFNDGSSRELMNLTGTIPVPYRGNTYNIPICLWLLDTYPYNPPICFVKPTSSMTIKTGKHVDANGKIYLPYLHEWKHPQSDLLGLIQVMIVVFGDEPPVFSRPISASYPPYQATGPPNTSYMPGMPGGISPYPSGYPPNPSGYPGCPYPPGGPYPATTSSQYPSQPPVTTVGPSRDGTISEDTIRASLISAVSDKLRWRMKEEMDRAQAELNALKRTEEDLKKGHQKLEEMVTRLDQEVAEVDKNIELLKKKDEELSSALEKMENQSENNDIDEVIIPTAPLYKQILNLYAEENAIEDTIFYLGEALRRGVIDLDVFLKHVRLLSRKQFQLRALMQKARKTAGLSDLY
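Tsg101 binding domain (10 uM final) was mixed with compound and a FITC-labeled PTAP peptide (50 nM final) in HEPES pH 7.5 buffer with NaCl, Tween 20, EDTA and TCEP; fluorescence polarization was read after 20 min at r.t.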
GALK inhibitor: inhibitors of human galactokinase | P51570 | Purified GALK, Kinase-Glo residual ATP luminescence | Potency, µM (doses to about 57.5 µM), without a hit: top-dose activity change, negative = inhibition, hits mostly inhibitors | 270,000 compounds, 0.007% hits | AID 1868; note: potency is the fitted concentration of half-maximal effect; % is set by controls: 0 for no effect and ±100 for the full control effect
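Quantitative HTS: GALK 5 nM, ATP 35 uM, galactose 100 uM, 1 h room temperature, then luciferase-based ATP detection.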
Chronic BCR inh: blocks chronic active B-cell receptor signaling. 340,000 compounds, 0.05% hits. Potency, µM (titrated, usually from 46.1 µM), for the others: top-dose ratio change, negative = lower green/red ratio, hits mostly inhibitors. ABC-DLBCL IkBa-CBG/CBR reporter, luminescence ratio, 4 h; active = well fitted inhibition curve with a large enough effect in the signal ratio, with a control signal flat, not every such curve was filed as active; inconclusive = small, poorly fitted or top-dose-only effect, or effect the other way, or a change in a side signal; the % refers to the signal ratio;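 note: potency is the fitted concentration of half-maximal effect; plate controls were basal doxycycline-induced cells for no effect and cells given 10 µM MG132 for full effect; MG132 reads +100%, hits lower the ratio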
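Doxycycline induced both beetle luciferases in TMD8 lymphoma cells; IKK-driven degradation limits the IkappaBalpha-fused green signal, while red luminescence normalises for cell number and nonspecific effects. Compounds tested up to 46 uM, 4 hrs.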
B2AR arrestin: agonists driving beta-arrestin recruitment to human beta2-adrenergic receptor. P07550. 330,000 compounds, 0.02% hits. beta-arrestin recruitment to beta2AR, cell-based reporter. Potency, µM (top dose mostly 46.1 µM), without a hit: top-dose activation, most hits filed as activators;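 note: potency is the fitted concentration of half-maximal effect; 0% = DMSO controls and full agonism = EC100 isoproterenol or metaproterenol; nearly all actives have a fitted effect of over 65% in size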
Giardia kill: Giardia lamblia killing. AID 540267. 340,000 compounds, 0.15% hits. activity change, % at 7.66 µM, hits read low. Giardia lamblia trophozoite viability; in the data active = activity change below about -80%; inconclusive = between about -30% and that limit;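 note: parasites exposed to compound for two days anaerobically before the ATP read; % is set by controls: 0 for no effect and ±100 for the full control effect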
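Viability, read as ATP luminescence: trophozoites at 100 cells/well, compound added, 48 hrs anaerobic at 37 deg C, then 15-30 min room-temperature development before reading.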
Tb PFK block: blocks T. brucei phosphofructokinase; T. brucei PFK, ADP-Glo luminescence; Potency, µM (highest dose often 57.5 µM), without a hit: at the top dose activity, negative = inhibition, actives largely listed as inhibitors; 330,000 compounds, 0.17% hits; AID 485367;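 note: potency is the fitted concentration of half-maximal effect; 0% = uninhibited 1x PFK enzyme wells and -100% = no-enzyme wells; nearly all actives have a fitted effect of over 60% in size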
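ADP-Glo luminescence quantified ADP after 45 min at room temperature, with 1.25 nM T. brucei PFK, 0.1 mM ATP and 0.5 mM fructose-6-phosphate in pH 8.0 TEA buffer. qHTS titrations up to 57 µM; curves classified by quality.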
ASM inhibitor: human S-ASM enzyme inhibition. P17405. placental ASM, HMU-PC fluorogenic substrate, 60 min. Potency, µM (series often up to 57.5 µM), for inactives: at the highest dose activity change, negative = inhibition, actives largely listed as inhibitors. 340,000 compounds, 0.006% hits. AID 504937; note: potency is the fitted concentration of half-maximal effect
Target sequence (P17405 47-631 limits assumed): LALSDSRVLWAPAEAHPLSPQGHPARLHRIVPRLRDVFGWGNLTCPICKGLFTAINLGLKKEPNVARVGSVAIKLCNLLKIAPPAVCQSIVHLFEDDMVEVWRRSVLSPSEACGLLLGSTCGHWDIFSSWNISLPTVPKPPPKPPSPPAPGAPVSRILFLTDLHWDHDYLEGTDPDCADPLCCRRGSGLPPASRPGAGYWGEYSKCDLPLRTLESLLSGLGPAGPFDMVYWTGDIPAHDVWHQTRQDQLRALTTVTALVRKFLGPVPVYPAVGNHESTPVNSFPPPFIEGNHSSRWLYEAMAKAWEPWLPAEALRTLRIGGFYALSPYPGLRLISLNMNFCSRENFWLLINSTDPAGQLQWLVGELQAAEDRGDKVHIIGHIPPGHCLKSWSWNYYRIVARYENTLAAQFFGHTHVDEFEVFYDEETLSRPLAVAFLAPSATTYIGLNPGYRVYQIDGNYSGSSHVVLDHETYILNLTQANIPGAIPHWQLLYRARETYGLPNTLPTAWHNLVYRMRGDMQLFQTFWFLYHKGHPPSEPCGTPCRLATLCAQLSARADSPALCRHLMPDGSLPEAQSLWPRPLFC
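Fluorescence read-out (Ex 386 nm, Em 447 nm) after stopping the reaction at pH 10. Enzyme: ASM from human placenta; substrate HMU-PC0, 9 uM final; 60 min, 37 °C. Compound preincubation 10 min, ambient temperature.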
PKM2 act: increases activity of human pyruvate kinase M2; Potency, µM (doses to about 57.5 µM), inactives show at the highest dose activation, usual class: activators; 260,000 compounds, 0.34% hits; purified PKM2, Kinase-Glo ATP luminescence, activation; response scale: 0% is enzyme alone, no compound; AID 1631; note: potency is the fitted concentration of half-maximal effect; % is set by controls: 0 for no effect and ±100 for the full control effect; nearly all actives have a fitted effect of over 55% in size
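ATP formation by purified human PK-M2, quantified via coupled luciferase luminescence after 1 h at room temperature with 0.1 mM ADP and 0.5 mM PEP final.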
Menin-MLL TR inh: menin-MLL binding inhibition, Texas Red mutant peptide; O00255; Menin + Texas Red MLL mutant peptide, fluorescence polarization; Potency, µM (doses to about 61.6 µM), without a hit: at the highest dose FP activity change, negative = inhibition, hits mostly inhibitors; 270,000 compounds, 0.23% hits; active = well fitted inhibition curve with a large enough effect in the polarisation, with a control signal flat, not every such curve was filed as active; inconclusive = small, poorly fitted or top-dose-only effect, or effect the other way, or a change in a side signal; inactive = no such curve, though single readings can be large or run the other way; the % refers to the polarisation; note: potency is the fitted concentration of half-maximal effect; % of control where 0% means no effect; many of its hits are not listed in these tables
Numbers without * were called inactive; u = inconclusive; x = not tested or not shown. Unless noted, calls come from the whole dose curve; as a rule, active = well fitted curve in the direction sought with a large enough effect; inconclusive = small, poorly fitted or top-dose-only effect, or another doubt; inactive = no such curve, though single readings can be large; an effect the other way counts as inactive or inconclusive. The list is partial. The share of hits here may be higher or lower than overall.

compound	Menin-MLL TR inh	Integrin act MD	Giardia kill	Chronic BCR inh	TSG101-PTAP inh	GALK inhibitor	FBPA coupling cs	PKM2 act	B2AR arrestin	ASM inhibitor	Tb PFK block
CCn1ccnc1CN1CCc2c([nH]c3ccccc23)C1C(C)(C)C (stereo not drawn)	u	27.1%	15.5	u	-1.7%	-1.3%	-0.1	-3.4%	-0.6%	3.7%	-6.5%
N#Cc1ccc(COc2cccnc2[N+](=O)[O-])cc1	x	1.7%	-24.4	1.0%	-2.0%	0.3%	0.2	x	-0.3%	8.2%	0.7%
CCc1ccc(OCC(O)Cn2c(N3CCCCC3)nc3c2c(=O)[nH]c(=O)n3C)cc1 (stereo not drawn)	-4.3%	-38.0%	-16.7	-9.8%	-3.0%	6.8%	-1.0	1.8%	0.1%	-17.3%	-0.6%
COc1ccc(/C=C/C(=O)Oc2ccc(/C=N\NC(=O)c3ccc(F)cc3)cc2)cc1	u	-17.6%	-15.6	-19.3%	-1.9%	0.5%	3.5	0.0%	-0.3%	6.0%	-9.8%
CC(C)c1nc(SCC(=O)NC2CCCCC2)c2ccccc2n1	-0.5%	-24.7%	-18.9	-0.7%	0.6%	-2.3%	-1.9	0.9%	-0.1%	-2.3%	-1.8%
CCC(C)(C)NCC(=O)Nc1ccc(OC(F)(F)F)cc1	-14.1%	-9.7%	-26.1	u	-6.7%	-1.4%	-0.1	-4.7%	0.0%	-0.8%	-4.1%
Cc1occc1C(=O)NNC(=S)NC(=O)COc1ccc(Cl)cc1Cl	x	17.7%	-16.0	0.0%	0.4%	-6.2%	x	-6.3%	-0.2%	-2.3%	4.6%
CC(=O)Nc1ccc(C2C(=O)c3ccccc3C2=O)cc1	x	-0.4%	-20.4	0.5%	-0.9%	0.8%	2.3	3.0%	-0.5%	-0.9%	1.6%
Cc1ccc(NC(=O)CCCNC(=O)c2ccc(Cl)cc2)cc1S(=O)(=O)N1CCCCC1	x	23.2%	-11.1	3.2%	-4.6%	x	x	x	-1.0%	-3.4%	0.0%
CC(NC(=O)COc1ccc(Br)cc1)C1CCCO1 (stereo not drawn)	x	11.3%	4.5	u	0.5%	-0.3%	x	-3.4%	0.5%	2.4%	0.8%
Cc1ccc(-n2cccn2)c([C@@H]2C[C@H]3CN(C)C(=O)[C@]34CCCN24)c1	-3.3%	1.9%	-18.2	1.9%	-0.7%	1.1%	1.2	2.7%	0.0%	-0.5%	6.0%
CCC(=O)N1CCc2cc(S(=O)(=O)N3CCCCCC3)ccc21	x	u	6.1	2.4%	-7.3%	2.0%	x	x	0.1%	6.3%	-0.9%
O=C(Nc1ccc(Br)cc1)C1CCCN1S(=O)(=O)c1cccs1 (stereo not drawn)	9.1%	24.0%	0.3	-5.6%	0.5%	1.2%	2.4	-2.8%	0.1%	-2.8%	0.4%
COc1cc(/C=C2\SC(=S)N(NS(=O)(=O)c3ccccc3)C2=O)ccc1O	x	-4.0%	-7.9	u	13.4%	7.6%	11.8	0.9%	0.2%	-19.7%	14.3%
Cc1cccc(-c2nnn(C/C(N)=N/O)n2)c1	0.3%	7.5%	-11.6	11.9%	-1.6%	0.3%	7.1	-1.5%	-0.1%	-0.9%	0.6%
COC(=O)c1ccccc1NC(=O)CSc1nnc(C(C)NC(=O)c2ccc(Cl)cc2Cl)n1C (stereo not drawn)	-5.4%	-20.5%	3.9	u	-8.8%	-0.8%	-0.2	-0.6%	-1.0%	-3.4%	-2.6%
CC[C@]12c3[nH]c4ccc(Cl)cc4c3CCN1C(=O)[C@@H](CC(=O)NCc1cccc(C(F)(F)F)c1)C[C@@H]2C(=O)N1CCN(C(=O)C2CC2)CC1	x	-21.3%	5.1	u	-0.8%	x	x	x	-0.1%	-9.4%	-13.5%
COc1ccc(NC(=O)CN2CCN(C(=O)C3CCCO3)CC2)c(OC)c1 (stereo not drawn)	7.5%	10.3%	-8.8	-3.6%	-1.3%	-3.4%	3.0	0.5%	-0.8%	x	0.9%
CCNC(=O)CSc1nc2cc(OC)c(OC)cc2c(=O)n1CCC1=CCCCC1	-4.7%	x	x	4.4%	x	1.2%	2.2	7.4%	-0.8%	x	-5.5%
COc1ccc(NC(=O)COC(=O)Cn2cnc3ccccc3c2=O)c(OC)c1	x	u	0.4	2.6%	1.1%	x	x	x	0.0%	1.3%	-2.5%
CC1(C)C=Cc2c(ccc3c2OC[C@H](c2ccc(O)cc2O)C3)O1	x	-31.8%	-14.1	u	1.7%	x	x	x	-0.1%	-23.4%	7.9%
COC(=O)c1ccc(/C=N/N2CCN(Cc3ccccc3Cl)CC2)cc1	x	-6.6%	-29.4	-21.3%	0.0%	1.8%	-1.2	5.1%	-0.4%	-1.3%	1.8%
COc1ccc(-c2cc(-c3ccc(C)cc3)nc(SCc3nnc(-c4ccccc4)o3)c2C#N)cc1OC	-1.5%	27.1%	4.6	-2.1%	-1.6%	-0.8%	-0.3	1.4%	-1.4%	x	4.7%
O=C(NN1C(=O)C2C3C=CC(C3)C2C1=O)c1ccncc1 (stereo not drawn)	4.4%	-18.4%	15.0	-0.7%	0.5%	x	-3.7	-0.2%	-0.2%	6.1%	-4.7%
COC(=O)c1ccccc1N(C)S(=O)(=O)c1cc2c3c(c1)CCC(=O)N3CCC2	x	-6.2%	-5.2	-1.2%	-0.7%	x	x	x	-0.1%	2.6%	0.3%
C[C@H](NC(=O)[C@@H]1CSC2c3ccccc3C(=O)N21)C(=O)NC1CCCCC1 (stereo partly drawn)	x	14.8%	5.3	-2.3%	-0.5%	3.8%	x	x	0.1%	0.6%	-16.5%
N#C/C(=C/c1ccc(Cl)cc1)NC(=O)c1ccccc1	7.7%	-11.2%	-11.2	0.8%	0.6%	-2.1%	-2.5	-13.0%	2.8%	-2.0%	-0.8%
CCCn1nnnc1NCc1cc(Br)ccc1OC	13.3%	-14.3%	-11.0	1.5%	-2.5%	-0.5%	0.8	-1.2%	0.3%	1.7%	-1.7%
Cc1ccc(-c2noc(-c3ccccc3C(=O)N3CCCC3)n2)cc1	-4.4%	-7.4%	3.4	u	-10.3%	-1.2%	0.1	0.0%	4.2%	-0.5%	-0.9%
COc1ccc(C(=O)Nc2ccc3c(c2)CCCN3C(=O)c2cccs2)c(OC)c1	x	-36.1%	-13.7	u	-2.0%	-0.5%	x	x	0.4%	-0.2%	1.4%
CC(=O)N[C@@H](Cc1c[nH]c2ccccc12)C(=O)NC1CCCc2ccccc21 (stereo partly drawn)	-31.3%	3.2%	-13.0	-21.7%	-3.6%	0.0%	2.1	0.1%	-0.2%	1.1%	1.1%
Cc1ccc(OCC(=O)N/N=C/c2cccc3cccnc23)cc1	x	-28.8%	-7.1	u	-10.5%	3.2%	x	0.8%	0.2%	-8.9%	-9.0%
COCCC1CCCCN1C(=O)c1cccc(OC2CCN(S(C)(=O)=O)CC2)c1 (stereo not drawn)	x	0.7%	-5.3	-0.5%	x	-0.9%	x	2.6%	-0.5%	-0.9%	-9.3%
CC(C)C(NC(=O)c1ccccc1NC(=O)c1ccccc1)C(=O)NCCCn1ccnc1 (stereo not drawn)	4.1%	8.4%	28.8	1.6%	0.3%	-1.8%	0.7	-4.7%	-0.4%	-4.4%	-4.8%
CSc1nc2ccc(S(=O)(=O)N3CCOCC3)cc2s1	8.7%	-3.7%	7.8	u	-5.6%	0.3%	3.6	8.5%	-0.8%	2.9%	0.0%
COc1ccc(-n2c(C)nc(=O)c(-c3ccccc3)c2C)cc1	-1.6%	43.9%	-1.0	-3.8%	-2.6%	-5.2%	-0.6	-0.1%	0.5%	-2.9%	3.0%
